# EPAC2 ag: agonists of human EPAC2 (RAPGEF4); Q8WZA2; EPAC2 activation, biochemical qHTS; response scale: 100% = 6.5 mM cAMP response; Potency, µM (top dose mostly 154 µM), for inactives: top-dose activation, most hits filed as activators; 0.079% of 360,000 active; AID 720711; note: potency is the fitted concentration of half-maximal effect; nearly all actives have a fitted effect of over 50% in size
#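 Guanine nucleotide exchange by EPAC2 is measured as reduced fluorescence of BODIPY-GDP once it is released from 250 nM Rap1B. Plates are read kinetically for 30 min at room temperature; results are scaled to 6.5 mM cAMP.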
# CCT chaperon mod: modulators of cytosolic chaperonin (CCT/TRiC) activity; purified chaperonin ATPase assay, HTRF ADP detection, 30 min; activity change, % (test concentration not listed), hits read low; 0.3% of 360,000 active; in the data active = activity change below about -30%; note: % is set by controls: 0 for no effect and ±100 for the full control effect
#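 ATPase activity: ADP formed was measured by HTRF Transcreener (665/615 nm ratio) after 30 min at 37 deg C with 10 uM ATP. Compounds screened at one 76 uM concentration against 40 or 20 nM TRiC in Tris pH 7.4/KCl/MgCl2/DTT buffer.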
# DRD3 agonist: D3 dopamine receptor (human) agonism; P35462; D3R DiscoveRx beta-arrestin cells, luminescence, 90 min; max activation, %; 0.58% of 410,000 active; AID 652048; in the data active = max activation above about 30%; note: 0% is about no effect; mostly tested at two doses, the higher about 12 µM
# Target sequence (P35462 whole entry, looked up): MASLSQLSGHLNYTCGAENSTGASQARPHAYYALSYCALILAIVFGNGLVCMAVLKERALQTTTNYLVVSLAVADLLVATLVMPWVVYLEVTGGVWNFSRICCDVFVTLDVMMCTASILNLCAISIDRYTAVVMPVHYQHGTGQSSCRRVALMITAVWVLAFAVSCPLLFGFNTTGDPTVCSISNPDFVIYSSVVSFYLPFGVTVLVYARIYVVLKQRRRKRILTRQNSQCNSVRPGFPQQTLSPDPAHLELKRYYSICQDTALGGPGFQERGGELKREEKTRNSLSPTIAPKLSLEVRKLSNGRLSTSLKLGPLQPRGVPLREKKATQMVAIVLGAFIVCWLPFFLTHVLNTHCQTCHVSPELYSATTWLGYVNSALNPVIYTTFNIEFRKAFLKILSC
#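 Agonist-mode cell screen: cells plated at 1500/well and incubated overnight at 37 °C, then exposed to library compounds for 90 min at 37 °C. Detection reagent was added for 30–60 min at room temperature, and luminescence was read.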
# EPAC2 antagonist: antagonists of human EPAC2. EPAC2 GEF exchange of Rap1B-BODIPY-GDP, fluorescence. AID 720708. Q8WZA2. Potency, µM (highest dose often 114 µM), inactives show at the top dose activity, negative = inhibition, most hits filed as inhibitors. 0.18% of 360,000 active; note: potency is the fitted concentration of half-maximal effect; % is set by controls: 0 for no effect and ±100 for the full control effect; nearly all actives have a fitted effect of over 45% in size; many of its hits are not listed in these tables
# pAkt inh: inhibitors of Akt phosphorylation | Neuro2A IGF-stimulated pAkt S473 HTRF, 20 min; active compounds read low | activity change, % for hits at 50 µM | 0.32% of 360,000 active; in the data active = activity change below about -80%; inconclusive = mostly about -51% to -80%; note: % is set by controls: 0 for no effect and ±100 for the full control effect
#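 Neuro2A cells in DMEM with 0.5% FBS, overnight at 37 deg C, given compound at single 50 µM final, then IGF (6 nM final) for 20 min at 37 deg C. Lysed; phospho-Akt Ser473 by HTRF after 24 h, 665/615 ratio.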
# Mm-Cpn inhibitor: inhibitors of Methanococcus maripaludis chaperonin (MmCpn) | purified Mm-Cpn ATPase, ADP Transcreener TR-FRET | Potency, µM (highest dose often 76.9 µM), for the others: top-dose activity, negative = inhibition, hits mostly inhibitors | 0.031% of 330,000 active; note: potency is the fitted concentration of half-maximal effect; % is set by controls: 0 for no effect and ±100 for the full control effect; nearly all actives have a fitted effect of over 80% in size
#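 ATPase turnover read by TR-FRET ADP competition (Eu cryptate antibody/ADP-d2, 665/590 nm): 10uM ATP final, 25nM Mm-CPN final, 30 min 37degC after 10-min compound preincubation, pH 7.4 Tris/KCl/MgCl2/DTT buffer.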
# PTHR1 ag: activates the human parathyroid hormone receptor PTHR1 | AID 743266 | Q03431 | 0.075% of 410,000 active | Potency, µM (highest dose often 115 µM), for inactives: top-dose activation, most hits filed as activators | HEK293 GP2 PTHR1 cells, GloSensor cAMP luminescence, 1 h; note: potency is the fitted concentration of half-maximal effect; nearly all actives have a fitted effect of over 55% in size; some results filed as inactive show a strong effect at the top dose; inactives centre near -15; many of its hits are not listed in these tables
# Target sequence (Q03431 whole entry, looked up): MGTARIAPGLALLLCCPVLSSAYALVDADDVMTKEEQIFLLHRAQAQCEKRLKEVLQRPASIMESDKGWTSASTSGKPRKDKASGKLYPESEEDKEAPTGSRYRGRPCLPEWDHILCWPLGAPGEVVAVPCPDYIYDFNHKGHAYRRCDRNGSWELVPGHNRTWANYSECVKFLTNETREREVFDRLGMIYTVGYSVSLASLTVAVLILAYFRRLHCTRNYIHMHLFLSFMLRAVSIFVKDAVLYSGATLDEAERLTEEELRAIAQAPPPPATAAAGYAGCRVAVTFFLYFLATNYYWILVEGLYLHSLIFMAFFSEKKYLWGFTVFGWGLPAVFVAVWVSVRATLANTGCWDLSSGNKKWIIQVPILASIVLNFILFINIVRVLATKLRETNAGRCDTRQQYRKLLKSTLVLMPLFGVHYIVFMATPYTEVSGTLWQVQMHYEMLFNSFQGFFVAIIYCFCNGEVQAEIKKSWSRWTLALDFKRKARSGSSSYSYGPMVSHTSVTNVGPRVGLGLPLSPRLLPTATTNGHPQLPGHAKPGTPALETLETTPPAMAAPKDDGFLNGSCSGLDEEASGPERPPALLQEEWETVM
#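 HEK-293-derived GP2 cells expressing PTHR1 and a GloSensor cAMP reporter, 3,000/well, plated overnight, given luciferin plus IBMX (each 0.5 mM as added) for 1 h at 37 °C, then compound for 1 h at 37 °C. Luminescence was read after 15 min at room temperature.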
# D3 antag: blocks the human D3 dopamine receptor; P35462; D3R cells, DiscoveRx beta-arrestin luminescence, antagonist mode; active compounds read low; max response, negative = inhibition, %; 2.5% of 360,000 active; in the data active = max response below about -50%; inconclusive = no clear call, values can overlap the other calls; note: % is set by controls: 0 for no effect and ±100 for the full control effect; mostly tested at two doses, the higher about 12 µM
#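 Cells plated overnight at 1500 cells/well, then exposed to library compounds with dopamine controls for 90 minutes at 37 degrees C. DiscoveRx reagent added for 30–60 minutes at room temperature; luminescence read, quantitative HTS format.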
# * marks the source's active call; other numbers are inactive results; i = inactive; ? = inconclusive; nt = no result given; & = joins results of further samples; [ ] = dose if it differs, or a comment. Unless noted, calls come from the whole dose curve; as a rule, active = well fitted curve in the direction sought with a large enough effect; inconclusive = small, poorly fitted or top-dose-only effect, or another doubt; inactive = no such curve, though single readings can be large; an effect the other way counts as inactive or inconclusive. Not all compounds are listed; the hit share may differ from the screen's.
# Keys: A = EPAC2 ag; B = CCT chaperon mod; C = DRD3 agonist; D = EPAC2 antagonist; E = pAkt inh; F = Mm-Cpn inhibitor; G = PTHR1 ag; H = D3 antag
C=C(C)Cn1c(CCNC(=O)CCC)nc2ccccc21
  A: 2%	B: -0.6	C: 2	D: 5%	E: -104%*	F: -2%	G: i	H: 12
O=C(Nc1ccc2c(c1)CCCN2C(=O)c1cccs1)c1c(F)cccc1Cl
  A: 3%	B: 1.2	C: 5	D: -5%	E: i	F: -1%	G: -75%[inhibitor]	H: 1
CCOc1ccc(Nc2nc(N3CCCC3)nc(N3CCN(c4ccc(OC)cc4)CC3)n2)cc1
  A: 6%	B: -1.3	C: 2	D: 1%	E: i	F: -3%	G: i	H: 4
COc1cccc(CNc2nc3cc(-c4cnn(Cc5ccccc5)c4)sc3c(=O)n2C)c1
  A: 9%	B: -0.4	C: 4	D: 2%	E: i	F: nt	G: -20%	H: 20
CCOc1ccc(C(=O)Nc2ccc(CN3CCOCC3)cc2)cc1Cl
  A: 7%	B: -1.5	C: -4	D: -9%	E: i	F: 1%	G: -68%[inhibitor]	H: -16
Cc1ccc(OCC(=O)Nc2ccc3c(c2)nc(CCN2CCCCC2)n3C)cc1
  A: 4%	B: -10	C: -13	D: -2%	E: nt	F: -2%	G: -11%	H: -12
COCCOc1ccc(C(F)(F)F)cc1NC(=O)COC(=O)Cc1c[nH]c2ccccc12
  A: -1%	B: 0.9	C: 5	D: -28%	E: i	F: -3%	G: -36%[inhibitor]	H: 13
CC(C)CNC(=O)CSc1n[nH]c(=O)n1CCc1ccccc1
  A: 7%	B: 1.5	C: 1	D: 20%	E: i	F: 0%	G: -14%	H: 8
CNC(=S)NC1CC2CCC(C1)N2Cc1ccccc1 (centres undefined)
  A: 10%	B: 4.4	C: -35	D: -1%	E: i	F: 0%	G: -2%[57.5 µM]	H: -81*
CCn1c(=O)c2sccc2n2c(CCCC(=O)NCc3cccnc3)nnc12
  A: 2%	B: 1.5	C: -1	D: 9%	E: i	F: ?	G: i	H: 3
CC(C)CC(=O)Nc1nnc(CCc2ccccc2)s1
  A: -2%	B: 1.5	C: 0	D: 22%	E: i	F: 0%	G: i	H: 5
CC(C)OCCCNC(=O)CN1C(=O)CSc2ccc(S(=O)(=O)N3CCCCC3)cc21
  A: 0%	B: 2.0	C: -6&-13	D: 1%	E: i	F: 0%	G: 11%	H: 4
CSc1nsc(SCC(=O)Nc2ccc(C(N)=O)cc2)n1
  A: 8%	B: -0.3	C: -3	D: -30%	E: i	F: 1%	G: ?	H: -4
O=C(NCCCC(=O)N1CCOCC1)c1cccnc1
  A: 6%	B: 0.9	C: 5	D: 16%	E: i	F: 0%	G: i	H: 19
O=C(CCCCn1c(=O)c2ccccc2n(Cc2ccccc2F)c1=O)NC1CCN(Cc2ccccc2)CC1
  A: -9%	B: -2.1	C: -13	D: 0%	E: i	F: 2%	G: i	H: ?
CN1CCC(N(C)S(=O)(=O)c2ccc(NC(=O)COc3ccc(Br)cc3Cl)cc2)CC1
  A: 6%	B: -3.3	C: -17	D: -8%	E: i	F: 2%	G: ?	H: -18
Cc1cc(OCC(=O)NCCc2c[nH]c3ccccc23)c2c(C)c(C)c(=O)oc2c1
  A: -6%	B: -1.1	C: 0	D: 4%	E: i	F: -3%	G: -59%	H: -18
COc1ccc(CCC(=O)OCC(=O)Nc2sccc2C#N)cc1
  A: 5%	B: 0.6	C: 1	D: 1%	E: i	F: -8%	G: i	H: 16
COc1ccc(-n2c(=S)[nH]c3cc(C(=O)NCCCN4CCCC4=O)ccc3c2=O)cc1OC
  A: 1%	B: -2.3	C: -5	D: 0%	E: i	F: 1%	G: -3%[57.5 µM]	H: ?
Cc1ccc2ccc(S(=O)(=O)n3nc(C)cc3C)cc2c1
  A: 21%	B: 0.0	C: -10	D: -4%	E: nt	F: ?	G: i	H: -60*
Cc1cccc(NNC(=O)c2c(F)cccc2Cl)c1
  A: 1%	B: -1.3	C: 2	D: 8%	E: i	F: -1%	G: -22%	H: -14
CC(=O)C(Sc1nccc(-c2cccs2)n1)C(C)=O
  A: -1%	B: 0.2	C: 2	D: -11%	E: i	F: 1%	G: i	H: -1
COc1ccc(NC(=O)Cn2nc(C(=O)O)c3ccccc3c2=O)cc1Cl
  A: -7%	B: -0.8	C: 1	D: -1%	E: i	F: -2%	G: -20%	H: -3
O=C(O)CCC(=O)NNC(=O)c1ccc([N+](=O)[O-])cc1
  A: 1%	B: 1.5	C: -11	D: 17%	E: i	F: -7%	G: -27%	H: -20
O=C(N/N=C/c1ccccc1)C(=O)N/N=C/c1ccccc1
  A: -1%	B: -0.5	C: 13	D: 8%	E: i	F: 3%	G: -5%	H: 11
O=C(O[C@@H](C(=O)O)[C@@H](OC(=O)c1ccccc1)C(=O)O)c1ccccc1
  A: 18%	B: -2.3	C: 9	D: -3%	E: i	F: 1%	G: i	H: 3
Cc1cccc(C)c1NC(=O)CN(C)C(=O)CCc1nc2sc3c(c2c(=O)[nH]1)CCCC3
  A: -11%	B: -2.0	C: 5	D: 7%	E: i	F: -3%	G: -16%	H: 6
CN(C)S(=O)(=O)c1ccc(S(=O)(=O)N(CC(=O)Nc2ccccc2)CC2CCCO2)cc1 (centres undefined)
  A: -9%	B: -0.4	C: 1	D: -1%	E: i	F: 0%	G: -8%	H: 7
NC(=O)c1ccc(Nc2nnc(-c3ccc(O)cc3)c3ccccc23)cc1
  A: 10%	B: -11	C: -11	D: -8%	E: i	F: 0%	G: -9%	H: -29
CC(=O)c1ccc(N2CCN(CC(=O)NC(=O)NCc3ccccc3)CC2)cc1
  A: -8%	B: 1.7	C: -9	D: 4%	E: i	F: -16%	G: -23%	H: 0
CCOc1ccccc1N1CCN(C(=O)c2cc[n+]([O-])cc2)CC1
  A: 9%	B: 0.2	C: -27	D: -2%	E: i	F: 0%	G: i	H: -63*
CCC(C)c1ccc(O)c(NC(=S)NC(=O)c2cccs2)c1 (centres undefined)
  A: 21%	B: -1.7	C: -34	D: -23%	E: i	F: nt	G: -3%	H: -25
C=C1c2nc3ccccc3n2C=C(c2ccc(C)cc2)N1c1ccccc1
  A: 16%	B: -1.2	C: 7	D: -3%	E: i	F: nt	G: i	H: 22
Cc1cccc(C)c1-n1c(C)cc(/C=N/NC(=O)c2ccncc2)c1C
  A: 4%	B: 0.6	C: -22	D: -1%	E: i	F: 1%	G: -17%[57.5 µM]	H: 7
COc1ccc(OC)c(NC(=O)CCn2ccnc2)c1
  A: 5%	B: -1.9	C: 3	D: 2%	E: i	F: 1%	G: -12%	H: -28
CC(C)N1CCN(C(=O)c2ccc([N+](=O)[O-])cc2)CC1
  A: 12%	B: -1.2	C: -8	D: 5%	E: i	F: nt	G: -22%	H: 93
Cn1c(SCC(=O)NNC(=O)Cc2ccccc2)nc2ccccc2c1=O
  A: -5%	B: -1.4	C: -1	D: -8%[57.1 µM]	E: i	F: -2%	G: i	H: -2
O=C1c2ccccc2C(=O)N1CC1=CCS(=O)(=O)C1
  A: -13%	B: -0.9	C: -8	D: -2%	E: i	F: -3%	G: i	H: 19
COCCCn1cc(C(=O)c2cc(Br)ccc2O)cc(C#N)c1=O
  A: 10%	B: -1.1	C: -17	D: 1%	E: i	F: -1%	G: i	H: -20
Cc1cccn2c(=O)c3cc(C(=O)NCCc4ccccc4)sc3nc12
  A: 2%	B: -0.5	C: 4	D: 11%	E: i	F: 1%	G: i	H: -10
CCOC(=O)Cc1csc(NC(=O)c2c(O)c3ccccc3n(CC(C)C)c2=O)n1
  A: -5%	B: -3.0	C: -15	D: 7%	E: nt	F: 1%	G: i	H: -5
COc1ccc(C2NC(=O)CS2)cc1 (centres undefined)
  A: 6%	B: -0.2	C: -2	D: 12%	E: i	F: 1%	G: ?	H: 0
O=C(O)CCSc1nnc(SCC(=O)NCC(F)(F)F)s1
  A: -5%	B: -0.3	C: 2	D: 3%	E: i	F: 1%	G: i	H: 17
Cc1ccc(C)c(CSc2nnc(CCN)o2)c1
  A: 11%	B: 2.3	C: -6	D: 10%	E: i	F: -2%	G: i	H: -19
O=C(Cn1nc(CNc2ccc(Cl)cc2)[n+]2c1CCCCC2)c1ccccc1
  A: 6%	B: -2.9	C: -15	D: 9%	E: i	F: 2%	G: i	H: 12
CCCCN(C)Cc1c(C)[nH]c2ccccc2c1=O
  A: 8%	B: -1.6	C: -4	D: 4%	E: i	F: -2%	G: 23%	H: 0
COc1ccc(-n2c(Cc3cccn3C)nnc2SCC(=O)NCc2ccccc2Cl)cc1
  A: 4%	B: -1.2	C: 0	D: 9%	E: i	F: -9%	G: -18%	H: 3
O=S(=O)(c1cccs1)N1CCC(CO)(Cc2cccc(F)c2)CC1
  A: 10%	B: -1.0	C: 3	D: -3%	E: i	F: 2%	G: i	H: -10
O=C(NNS(=O)(=O)c1ccc(F)cc1)c1cccc(O)c1
  A: -1%	B: 1.4	C: 0	D: -1%	E: i	F: 3%	G: -3%	H: 6
COc1ccccc1C(=O)NC(C)c1cccc2ccccc12 (centres undefined)
  A: 11%	B: -0.8	C: 13	D: ?	E: i	F: 1%	G: -3%	H: 0
CCOc1ccccc1N(C(=O)CNC(=O)c1ccco1)C(C(=O)NC1CCCC1)c1cccnc1 (centres undefined)
  A: -7%	B: -0.2	C: 4	D: -1%	E: i	F: 1%	G: -11%	H: 3
Cc1cccc(S(=O)(=O)NC(Cc2c[nH]c3ccccc23)C(=O)O)c1 (centres undefined)
  A: -1%	B: 0.8	C: 1	D: -2%	E: i	F: -1%	G: i	H: 0
CCOC(=O)c1cnc(SC2CC(=O)N(c3cccc(OC)c3)C2=O)nc1N (centres undefined)
  A: 6%	B: 0.1	C: 8	D: -5%	E: i	F: -1%	G: 16%[57.5 µM]	H: 63

# Part of the list above, set out differently.
Compound | EPAC2 ag | CCT chaperon mod | DRD3 agonist | EPAC2 antagonist | pAkt inh | Mm-Cpn inhibitor | PTHR1 ag | D3 antag
COc1ccccc1C(=O)NC(C)c1cccc2ccccc12 (centres undefined) | 11% | -0.8 | 13 | ? | i | 1% | -3% | 0
CCCCN(C)Cc1c(C)[nH]c2ccccc2c1=O | 8% | -1.6 | -4 | 4% | i | -2% | 23% | 0
O=S(=O)(c1cccs1)N1CCC(CO)(Cc2cccc(F)c2)CC1 | 10% | -1.0 | 3 | -3% | i | 2% | i | -10
O=C(NNS(=O)(=O)c1ccc(F)cc1)c1cccc(O)c1 | -1% | 1.4 | 0 | -1% | i | 3% | -3% | 6

# From PubChem BioAssay
